High-throughput results (PubChem BioAssay)
TNAP inh hiacc: TNAP (human) inhibition, high acceptor. purified TNAP, CDP-star luminescence, 1 M DEA. P05186. inhibition, % at 20 µM. AID 1135. 0.03% of 200,000 active;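 active = over 50% inhibition of tissue-nonspecific alkaline phosphatase at 20 µM in the single-dose screen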;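 note: plate controls were DMSO wells for no effect and EDTA-quenched wells as full inhibition for full effect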
Target sequence (P05186 whole entry, looked up): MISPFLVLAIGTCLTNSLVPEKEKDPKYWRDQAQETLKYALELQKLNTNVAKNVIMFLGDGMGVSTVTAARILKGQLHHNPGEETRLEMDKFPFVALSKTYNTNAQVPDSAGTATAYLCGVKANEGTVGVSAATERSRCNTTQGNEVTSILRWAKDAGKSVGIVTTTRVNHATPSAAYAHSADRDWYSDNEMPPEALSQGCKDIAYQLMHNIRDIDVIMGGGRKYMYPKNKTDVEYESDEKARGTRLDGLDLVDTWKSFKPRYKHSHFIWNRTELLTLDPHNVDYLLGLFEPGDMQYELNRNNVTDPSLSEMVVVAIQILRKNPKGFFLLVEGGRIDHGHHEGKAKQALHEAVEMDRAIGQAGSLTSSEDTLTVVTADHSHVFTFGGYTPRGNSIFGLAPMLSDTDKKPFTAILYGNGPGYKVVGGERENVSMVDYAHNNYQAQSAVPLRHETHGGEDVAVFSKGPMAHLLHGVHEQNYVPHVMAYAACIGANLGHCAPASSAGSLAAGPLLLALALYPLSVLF
Redox H2O2 prof: compounds producing H2O2 with reducing agent – biochemical, NIH compound library profiling, artefact control for MLSCN library redox annotation, primary screen | DTT-dependent redox cycling H2O2, phenol red/HRP absorbance; 100% = 100 µM peroxide control, 0% = buffer | activation, % at 10 µM | 0.03% of 200,000 active | AID 878;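 active = activation of at least 50% relative to the plate's high and low controls in the primary single-dose screen; inactive = activation below 50%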;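 note: compound incubated with DTT at 0.8 mM final as the reducing agent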
L major viab: inhibitors of Leishmania major promastigote growth; 9% of 200,000 active; AID 1063; inhibition, % at 10 µM; Leishmania major promastigotes, resazurin fluorescence viability; in the data active = inhibition above about 50%;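 note: promastigotes grown with compound for 44 hours at 28 °C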
PMI activator: activators of human phosphomannose isomerase; P34949; purified human PMI, coupled resazurin fluorescence, 20 min; active compounds read high; 1 = vehicle control, 0 substrate-free wells; 0.005% of 190,000 active; AID 1214; activation factor at 20 µM;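 active = activation factor of 2 or more at 20 µM, relative to plate controls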
TNAP inh noacc: inhibitors of human TNAP without phosphate acceptor. purified TNAP, CDP-star luminescence, 30 min. inhibition, % at 20 µM. 0.26% of 200,000 active. P05186;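 active = tissue-nonspecific alkaline phosphatase inhibition above about 50% at 20 µM in the single-dose screen, limit read from the data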;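 note: 0% = DMSO negative control and 100% = EDTA positive control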
PMI act hi M6P: increases human PMI activity with near-saturating mannose 6-phosphate; 0.34% of 190,000 active; P34949; activation factor at 20 µM; coupled PMI enzyme assay, resazurin fluorescence, 20 min; active compounds read high; 1 = untreated enzyme, 0 = substrate-free blank;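 active = activation factor of 2 or more at 20 µM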
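Material: human phosphomannose isomerase with PGI, G6PDH, diaphorase coupling enzymes. Quantity: 15 ng/mL PMI. Medium: HEPES pH 7.4 buffer with MgCl2 and Tween-20. Reagent: Near-saturating mannose-6-phosphate, 1.0 mM. Compound: 20 µM single dose. Times: enzyme reaction with compound 20 min at room temperature. Detection: resorufin fluorescence at Ex 544/Em 590 nm.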
RAM network inh: yeast RAM network inhibition. inhibition, % at 50 µM. S. cerevisiae dse1pr::URA3 reporter, 5-FOA growth OD615, 2 d; analog-sensitive cbk1-as2 kinase mutant strain. 1.8% of 190,000 active;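 active = inhibition above a set limit, 3 SD over mean compound inhibition, cut at about 8.4% in these data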;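 note: 0% = DMSO-only wells with no growth and 100% = 10 µM 1-NA-PP1 full growth; inhibition rescues growth on 5-FOA so higher OD means more RAM inhibition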
S1P3 antagonist: S1P3 (human) receptor antagonism. CHO S1P3 NFAT-BLA reporter, FRET fluorescence, antagonist mode. AID 485. Q99500. inhibition, % at 4.98 µM. 0.27% of 170,000 active;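 active = inhibition above the plate cutoff, the mean inhibition of test wells on that plate plus 3 SD, cut at about 28% in these data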;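 note: cells challenged with S1P at its EC80 of 0.8 µM; blue over green emission ratio from cleaved BLA substrate after 4 h stimulation; 0% = S1P-stimulated wells and 100% = unstimulated DMSO-only wells; some compounds past the cut are filed as inactive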
Target sequence (Q99500 whole entry, looked up): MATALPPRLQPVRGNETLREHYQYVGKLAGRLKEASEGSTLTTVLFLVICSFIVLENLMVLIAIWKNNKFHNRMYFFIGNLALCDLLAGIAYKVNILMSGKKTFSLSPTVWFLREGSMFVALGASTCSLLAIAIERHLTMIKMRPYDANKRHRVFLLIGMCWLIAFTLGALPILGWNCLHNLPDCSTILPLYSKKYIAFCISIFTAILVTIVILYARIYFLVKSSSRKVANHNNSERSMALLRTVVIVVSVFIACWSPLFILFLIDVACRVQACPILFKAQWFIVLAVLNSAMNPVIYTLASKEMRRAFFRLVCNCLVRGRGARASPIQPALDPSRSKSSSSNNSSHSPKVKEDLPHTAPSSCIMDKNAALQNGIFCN
Hsp70 act: transcriptional activators of Hsp70. HeLa Hsp70 promoter luciferase reporter, luminescence; scaled: vehicle 0, proteasome-inhibitor control 100%. activation, % at 10 µM. 0.04% of 200,000 active. AID 1203;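 active = activation above the mean across all tested compounds plus 3 SD, cutoff set per campaign, cut at about 5.5% in these data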;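 note: 100% = MG132 at 30 µM as the positive control and 0% = DMSO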
HMGR II inh: E. faecalis class II HMG-CoA reductase inhibition | purified E. faecalis HMGR, NADPH absorbance 340 nm kinetic | inhibition, % at 10 µM | 0.41% of 190,000 active | AID 1066;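 active = inhibition above a set limit, the median over all tested compounds plus 3 SD, cut at about 9.5% in these data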;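 note: enzyme runs in reverse so mevalonate oxidation gives rising NADPH absorbance; 0% = complete reaction with DMSO and 100% = background rate lacking mevalonate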
* hit, by the source's call.

Results for Cc1c(N=C2SCC(=O)N2/N=C/c2ccccc2)c(=O)n(-c2ccccc2)n1C ?
TNAP inh hiacc: 1.4; Redox H2O2 prof: 0.1; L major viab: -1.7; PMI activator: 1; TNAP inh noacc: -4.6; PMI act hi M6P: 1.1; RAM network inh: 0.2; S1P3 antagonist: 12.6; Hsp70 act: -0.3; HMGR II inh: -2.0

What do the screens show for `COc1ccc(C(=O)Cc2ccc3c(c2)OCO3)c(O)c1`?
TNAP inh hiacc: 1.0; Redox H2O2 prof: -0.6; L major viab: -6.5; PMI activator: 0.9; TNAP inh noacc: -1.3; PMI act hi M6P: 0.9; RAM network inh: 2.6; S1P3 antagonist: -11.2; Hsp70 act: 0.1; HMGR II inh: 1.0

What do the screens show for `O=C(c1cc2nc(-c3ccco3)cc(C(F)(F)F)n2n1)N1CCCc2ccccc21`?
TNAP inh hiacc: -0.5; Redox H2O2 prof: -1.0; L major viab: -5.5; PMI activator: 1; TNAP inh noacc: -0.2; PMI act hi M6P: 1; RAM network inh: 1.4; S1P3 antagonist: 11.6; Hsp70 act: -0.1; HMGR II inh: -1.0

What do the screens show for `CCCOc1ccc(C2C(=O)N(C3CCCCC3)CC(=O)N2CCC)cc1OC` (stereo unspecified)?
TNAP inh hiacc: -2.0; Redox H2O2 prof: 3.0; L major viab: -1.0; PMI activator: 1; TNAP inh noacc: -10.0; PMI act hi M6P: 1; RAM network inh: 1.1; Hsp70 act: 0.4; HMGR II inh: 2.4

What do the screens show for `CCCCCCC1CC(CCC(=O)Nc2ccc([N+](=O)[O-])cc2)C(=O)O1` (stereo unspecified)?
TNAP inh hiacc: -2.0; Redox H2O2 prof: -1.5; L major viab: -9.8; PMI activator: 1; TNAP inh noacc: -10.2; PMI act hi M6P: 1; RAM network inh: 2.6; Hsp70 act: -0.2; HMGR II inh: -3.7

How did O=c1c(Cl)cc(Cl)nn1-c1ccccc1 do in these assays?
TNAP inh hiacc: -5.0; Redox H2O2 prof: 0.3; L major viab: 70.5*; PMI activator: 1.1; TNAP inh noacc: 1.0; PMI act hi M6P: 1.1; RAM network inh: 0.3; S1P3 antagonist: 10.1; Hsp70 act: -0.1; HMGR II inh: 1.0

Results for CCc1cc(C=NC2CCCCC2)c(O)s1 ?
TNAP inh hiacc: -3.7; Redox H2O2 prof: 0.0; L major viab: -4.8; PMI activator: 0.9; TNAP inh noacc: -6.6; PMI act hi M6P: 0.9; RAM network inh: 1.2; S1P3 antagonist: 1.4; Hsp70 act: -0.1; HMGR II inh: -13.2

Results for CC(C(=O)O)N1C(=O)/C(=C/C=C/c2ccco2)SC1=S (stereo unspecified) ?
TNAP inh hiacc: 9.3; Redox H2O2 prof: 0.9; L major viab: -8.3; PMI activator: 1.2; TNAP inh noacc: 35.0; PMI act hi M6P: 1.3; RAM network inh: 1.2; Hsp70 act: -0.2; HMGR II inh: 5.7

Results for O=C(Nc1nc(-c2ccccc2)cs1)c1cccs1 ?
TNAP inh hiacc: -2.3; Redox H2O2 prof: -2.7; L major viab: 16.3; PMI activator: 1; TNAP inh noacc: -11.0; PMI act hi M6P: 1; RAM network inh: -0.2; S1P3 antagonist: 31.9; Hsp70 act: -0.1; HMGR II inh: 3.0

Results for CCOC(=O)C1CCN(Cc2c(O)c3ccccc3oc2=O)CC1 ?
TNAP inh hiacc: -3.0; Redox H2O2 prof: -0.6; L major viab: -1.8; PMI activator: 0.9; TNAP inh noacc: -12.0; PMI act hi M6P: 0.8; RAM network inh: 2.5; S1P3 antagonist: -12.3; Hsp70 act: -0.3; HMGR II inh: 3.9

Results for O=C(Nc1ccc(C(=O)O)cc1)/C(=C\c1ccco1)NC(=O)c1ccccc1 ?
TNAP inh hiacc: -6.1; Redox H2O2 prof: 0.0; L major viab: -7.1; PMI activator: 1.1; TNAP inh noacc: -10.3; PMI act hi M6P: 1; RAM network inh: 3.2; S1P3 antagonist: 1.4; Hsp70 act: -0.2; HMGR II inh: -1.7

Results for Cc1ccc(S(=O)(=O)Cc2ccccc2Cl)cc1 ?
TNAP inh hiacc: -3.4; Redox H2O2 prof: 0.0; L major viab: 0.0; PMI activator: 1; TNAP inh noacc: -18.6; PMI act hi M6P: 1.1; RAM network inh: 2.0; S1P3 antagonist: -3.2; Hsp70 act: -0.2; HMGR II inh: -4.2

What do the screens show for `COc1cc(NC(=S)Nc2ccc(S(=O)(=O)N3CCOCC3)cc2)cc(OC)c1OC`?
TNAP inh hiacc: -0.8; Redox H2O2 prof: -1.1; L major viab: -3.3; PMI activator: 0.9; TNAP inh noacc: 9.6; PMI act hi M6P: 0.9; RAM network inh: 0.8; Hsp70 act: -0.4; HMGR II inh: -3.4

Results for COC(=O)C(NC(=O)c1ccccc1Cl)(Nc1ncc(S(=O)(=O)c2ccc([N+](=O)[O-])cc2)s1)C(F)(F)F (stereo unspecified) ?
TNAP inh hiacc: -4.7; Redox H2O2 prof: -0.2; L major viab: 4.4; PMI activator: 0.9; TNAP inh noacc: -6.2; PMI act hi M6P: 0.9; RAM network inh: 2.3; Hsp70 act: -0.1; HMGR II inh: -4.7

Results for CN(C)c1cccc(C(=O)Nc2ccc3nc4n(c(=O)c3c2)CCCCC4)c1 ?
TNAP inh hiacc: 1.4; Redox H2O2 prof: -0.7; L major viab: 12.7; PMI activator: 0.9; TNAP inh noacc: 0.6; PMI act hi M6P: 0.9; RAM network inh: 1.4; Hsp70 act: 0.0; HMGR II inh: 5.3

How did O=C(Nc1ccc2c(c1)OCO2)c1ccccc1SCC(=O)N1CCCC1 do in these assays?
TNAP inh hiacc: 2.7; Redox H2O2 prof: -0.5; L major viab: -2.6; PMI activator: 1; TNAP inh noacc: -4.3; PMI act hi M6P: 1.1; RAM network inh: 0.1; S1P3 antagonist: -5.4; Hsp70 act: -0.2; HMGR II inh: -6.6

What do the screens show for `CCCCCc1ccc(-c2ccc(OC)cc2)nc1`?
TNAP inh hiacc: -0.8; Redox H2O2 prof: 0.0; L major viab: -3.9; PMI activator: 0.8; TNAP inh noacc: -3.2; PMI act hi M6P: 0.9; RAM network inh: 0.2; S1P3 antagonist: -16.4; Hsp70 act: -0.2; HMGR II inh: -8.3

What do the screens show for `CCOC(=O)c1c(NC(C)=O)sc2c(OC(C)=O)cccc12`?
TNAP inh hiacc: -4.7; Redox H2O2 prof: 0.1; L major viab: -5.2; PMI activator: 1; TNAP inh noacc: -9.7; PMI act hi M6P: 1; RAM network inh: 1.4; Hsp70 act: 0.0; HMGR II inh: -0.9

What do the screens show for `O=C(Nc1ccccc1N1CCCCC1)c1ccc(Cl)c([N+](=O)[O-])c1`?
TNAP inh hiacc: -0.9; Redox H2O2 prof: -1.5; L major viab: 16.8; PMI activator: 1.1; TNAP inh noacc: -4.3; PMI act hi M6P: 1.1; RAM network inh: 6.7; S1P3 antagonist: -10.9; Hsp70 act: 0.7; HMGR II inh: 0.4

Results for O=[N+]([O-])c1cccc(-c2n[nH]c(=S)n2-c2ccc(Br)cc2)c1 ?
TNAP inh hiacc: -5.7; Redox H2O2 prof: 0.3; L major viab: 12.7; PMI activator: 1; TNAP inh noacc: -27.6; PMI act hi M6P: 0.9; RAM network inh: -1.2; S1P3 antagonist: -16.7; Hsp70 act: -0.1; HMGR II inh: -1.9

How did CCOc1cc(S(=O)(=O)N(Cc2ccccc2)Cc2ccccc2)c(OCC)cc1-n1cnnn1 do in these assays?
TNAP inh hiacc: -3.5; Redox H2O2 prof: 3.6; L major viab: 92.5*; PMI activator: 0.9; TNAP inh noacc: -8.8; PMI act hi M6P: 0.9; RAM network inh: 7.1; Hsp70 act: -0.4; HMGR II inh: 1.1

Results for CC1(C)CC(=O)C2=C(C1)NC(Nc1nc3ccccc3o1)=NC21CCCCC1 ?
TNAP inh hiacc: -6.4; Redox H2O2 prof: 0.4; L major viab: 59.3*; PMI activator: 1.1; TNAP inh noacc: -4.5; PMI act hi M6P: 1; RAM network inh: 5.8; S1P3 antagonist: 9.3; Hsp70 act: -0.2; HMGR II inh: -4.8

What do the screens show for `CCCOP(=O)(OCCC)C(Nc1ccc(C(=O)O)cc1)c1ccccc1` (stereo unspecified)?
TNAP inh hiacc: -0.4; Redox H2O2 prof: -0.7; L major viab: -3.5; PMI activator: 1; TNAP inh noacc: -0.8; PMI act hi M6P: 0.9; RAM network inh: 0.6; S1P3 antagonist: -17.6; Hsp70 act: 0.0; HMGR II inh: -8.4

Results for CNC(=O)CN(c1ccc(OC)cc1)S(=O)(=O)c1ccc(F)cc1 ?
TNAP inh hiacc: -4.2; Redox H2O2 prof: 0.5; L major viab: -5.3; PMI activator: 0.9; TNAP inh noacc: -12.5; PMI act hi M6P: 0.9; RAM network inh: -0.1; S1P3 antagonist: -8.3; Hsp70 act: 0.0; HMGR II inh: 2.5

What do the screens show for `CCOC(=O)C1CCN(C(=O)CS(=O)Cc2nc(-c3ccc(C)cc3)oc2C)CC1` (stereo unspecified)?
TNAP inh hiacc: -5.5; Redox H2O2 prof: -0.9; L major viab: 2.8; PMI activator: 1.1; TNAP inh noacc: -31.6; PMI act hi M6P: 1; RAM network inh: 0.8; S1P3 antagonist: -39.5; Hsp70 act: 0.0; HMGR II inh: -4.3

Results for O=C(C1CCC(CNS(=O)(=O)c2cccc3cccnc23)CC1)N1CCCC1 (stereo unspecified) ?
TNAP inh hiacc: 6.8; Redox H2O2 prof: -0.6; L major viab: -2.2; PMI activator: 0.9; TNAP inh noacc: -1.4; PMI act hi M6P: 0.9; RAM network inh: 2.1; S1P3 antagonist: -18.2; Hsp70 act: -0.1; HMGR II inh: -4.2

How did Cc1ccc(CNC(=O)CCS(=O)(=O)c2ccc(C)cc2)cc1 do in these assays?
TNAP inh hiacc: -0.6; Redox H2O2 prof: -1.1; L major viab: -2.9; PMI activator: 0.9; TNAP inh noacc: -13.5; PMI act hi M6P: 0.9; RAM network inh: 1.3; S1P3 antagonist: -9.0; Hsp70 act: -0.2; HMGR II inh: -3.7

Results for Cc1n[nH]c(C)c1S(=O)(=O)N(CC(=O)Nc1ccc2c(c1)OCCO2)c1ccc(C(C)C)cc1 ?
TNAP inh hiacc: -8.6; Redox H2O2 prof: -0.4; L major viab: 56.4*; PMI activator: 1; TNAP inh noacc: 14.9; PMI act hi M6P: 1; RAM network inh: 1.7; S1P3 antagonist: -8.7; Hsp70 act: -0.1; HMGR II inh: 0.8

What do the screens show for `O=C(NCCc1ccccc1)c1ccc2nccnc2c1`?
TNAP inh hiacc: -3.5; Redox H2O2 prof: 0.2; L major viab: 9.7; TNAP inh noacc: -7.7; RAM network inh: -0.5; S1P3 antagonist: -13.3; Hsp70 act: -0.5; HMGR II inh: -4.7

How did Cc1cc(C)nc(N/C(=N\S(=O)(=O)Cc2ccccc2)Nc2cccc(Cl)c2C)n1 do in these assays?
TNAP inh hiacc: -1.2; Redox H2O2 prof: 0.1; L major viab: 6.8; PMI activator: 0.9; TNAP inh noacc: -9.1; PMI act hi M6P: 0.9; RAM network inh: 1.2; Hsp70 act: 0.1; HMGR II inh: 1.2
